Screening data as filed in PubChem.
Pf growth 48h: inhibits P. falciparum growth in the first generation, 48 h. 5.9% of 310,000 active. P. falciparum luciferase growth in erythrocytes, 48 h. Potency, µM (titrated, usually from 28.7 µM), for the others: top-dose activity change, negative = inhibition, most hits filed as inhibitors; note: potency is the fitted concentration of half-maximal effect; % is set by controls: 0 for no effect and ±100 for the full control effect
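Erythrocytes infected with P. falciparum carrying an integrated firefly luciferase reporter (2% hematocrit, 0.1% parasitemia final) were exposed to compounds in RPMI 1640 with 0.5% Albumax at 37 C, 5% CO2. Growth inhibition was scored as reduced luminescence.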
Sm TGR inh: blocks Schistosoma mansoni thioredoxin glutathione reductase; Q962Y6; purified TGR, DTNB reduction, TNB absorbance 405 nm; Potency, µM (top dose mostly 114 µM), inactives show top-dose activity change, negative = inhibition, usual class: inhibitors; 3% of 360,000 active; AID 485364; note: potency is the fitted concentration of half-maximal effect; % is set by controls: 0 for no effect and ±100 for the full control effect; nearly all actives have a fitted effect of over 60% in size
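TGR 20 nM + NADPH 100 uM (dispensed conc.), cpd preinc 15 min RT; start with NADPH (500 uM addition) then DTNB (15 mM addition). Kinetic TNB absorbance, 405 nm filter. Four-parameter Hill fit across titration.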
Cycloheximide cs: counter-screen hit for Shiga toxin inhibitors, cycloheximide; cell reporter, cycloheximide protein synthesis inhibition counterscreen; max response, %; AID 2314; 12% of 300,000 active; in the data active = max response mostly above about 13%, no sharp cut-off; inactive = mostly below about 14%; note: read at 38.3 µM for the half of the compounds with a filed dose; 0% is about no effect
FBPA Giardia inh: Giardia lamblia aldolase inhibition; Potency, µM (series often up to 59.6 µM), for inactives: at the top dose activity, negative = inhibition, hits mostly inhibitors; 0.71% of 290,000 active; A8B2U2; purified Giardia FBPA; note: potency is the fitted concentration of half-maximal effect; % is set by controls: 0 for no effect and ±100 for the full control effect; nearly all actives have a fitted effect of over 55% in size
Target sequence (A8B2U2 whole entry, looked up): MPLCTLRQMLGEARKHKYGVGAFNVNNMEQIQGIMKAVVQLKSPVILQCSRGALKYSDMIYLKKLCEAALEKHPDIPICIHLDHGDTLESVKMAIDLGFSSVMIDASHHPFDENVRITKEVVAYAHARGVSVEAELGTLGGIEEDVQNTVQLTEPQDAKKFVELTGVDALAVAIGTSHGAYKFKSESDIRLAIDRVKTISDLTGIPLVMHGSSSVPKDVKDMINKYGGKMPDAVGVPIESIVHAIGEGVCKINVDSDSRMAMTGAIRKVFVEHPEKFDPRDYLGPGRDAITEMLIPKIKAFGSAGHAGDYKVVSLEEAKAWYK
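Giardia FBPA (40 nM reagent) was preincubated 10 min at RT with compound (up to 57.5 uM final), then substrate plus GAPDH/TPI/NAD/arsenate coupling system with diaphorase/resazurin was added; resorufin fluorescence (525/598 nm) was read after 20 min.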
Shiga inhibitor: inhibitors of Shiga toxin in Vero cells; Vero cells, Shiga toxin protein synthesis inhibition reporter; inhibition, % at 38.7 µM; 9.2% of 290,000 active; AID 2315; in the data active = inhibition mostly above about 28%, no sharp cut-off; inactive = mostly below about 43%; note: 0% is about no effect
Pf growth 96h: P. falciparum growth inhibition at 96 hours | 6.9% of 320,000 active | AID 504834 | Potency, µM (highest dose often 28.7 µM), inactives show at the top dose activity change, negative = inhibition, hits mostly inhibitors | P. falciparum luciferase reporter growth, 96 h; note: potency is the fitted concentration of half-maximal effect; % is set by controls: 0 for no effect and ±100 for the full control effect
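Erythrocytes infected with luciferase-expressing P. falciparum were dispensed at 2% hematocrit and 0.05% parasitemia (final), then incubated with compounds 96 hours at 37 C in 5% CO2. Luminescence after detection reagent addition reported growth.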
Active calls of the source: *; ? = inconclusive; · = not tested or not shown; [ ] = dose if it differs, or a comment. Unless noted, calls come from the whole dose curve; as a rule, active = well fitted curve in the direction sought with a large enough effect; inconclusive = small, poorly fitted or top-dose-only effect, or another doubt; inactive = no such curve, though single readings can be large; an effect the other way counts as inactive or inconclusive.

1: O=C(CN1C(=O)NC(c2ccccc2)(c2ccccc2)C1=O)NC1CCS(=O)(=O)C1 (stereo unspecified)
2: COC(=O)c1ccc(/C=N/N2CCN(Cc3ccc(C)cc3C)CC2)cc1
3: CCOc1ccccc1C(=O)Nc1nnc(SCC(=O)Nc2cc(C)on2)s1
4: Cc1ccc(NC(=O)C(C)OC(=O)Cn2cnc3ccccc3c2=O)cc1 (stereo unspecified)
5: CC(=O)NN1C(=O)c2ccccc2NC1c1cccc([N+](=O)[O-])c1 (stereo unspecified)
6: CC(C)c1nc2oc3c(=O)[nH]cnc3c2c2c1CCC2
Assay by compound	1	2	3	4	5	6
Pf growth 48h	12%	?	34%[activator]	-4%	16%[0.00184 µM]	·
Sm TGR inh	2%	-3%	2%	-4%	2%	9%
Cycloheximide cs	·	0	-3	·	2	-2
FBPA Giardia inh	·	0%	5%	·	2%	-5%
Shiga inhibitor	·	8	-1	·	32	2
Pf growth 96h	12%	3%	47%[activator]	23%	4%	-27%

7: O=C(CCn1c(=S)[nH]c2ccccc2c1=O)NCCc1ccc(Cl)cc1
8: CC(=O)C1=C(C)Nc2cc(C(F)(F)F)ccc2S1
9: O=C1[C@@H]2Cc3c([nH]c4ccccc34)C(c3cccc([N+](=O)[O-])c3)N2C(=O)CN1CCCO (stereo partly specified)
10: Cc1ccc(C(=O)N(Cc2nc(-c3ccc(C)cc3)no2)C(C)C)cc1
11: COC(=O)CN(C)C1CC(=O)N(c2ccc(Cl)cc2)C1=O (stereo unspecified)
12: CCc1cc2cc(OC)ccc2nc1SCC(=O)NNC(=O)c1ccco1
Assay by compound	7	8	9	10	11	12
Pf growth 48h	8%	3%	10%	·	6%	28%
Sm TGR inh	2%	-10%	0%	4%	6.3µM*	-1%
Cycloheximide cs	-1	-3	-3	-7	-2	-1
FBPA Giardia inh	5%	-3%	4%	-3%	-6%	4%
Shiga inhibitor	-11	21	-5	-19	-9	-4
Pf growth 96h	?	-4%	6%	?	0%	0%

13: C=CCN1CC(C(=O)N2CCC(Cc3ccc(Cl)cc3)(C(=O)OCC)CC2)CC1=O (stereo unspecified)
14: CC1CCCC(NC(=O)CNC(=S)N(Cc2ccccc2)Cc2cccs2)C1C (stereo unspecified)
15: N#Cc1ccccc1S(=O)(=O)N1CCN(C(=O)Cc2coc3cc(O)ccc23)CC1
16: CC(=O)Cc1nsc(Nc2ccc(Cl)cc2)n1
17: CCOCCCNC(=S)N(CCN(CC)CC)Cc1cc2cc3c(cc2[nH]c1=O)OCCO3
18: O=C(Nc1cccc(S(=O)(=O)NCc2ccco2)c1)c1cc(-c2ccccc2)nc2ccccc12
Assay by compound	13	14	15	16	17	18
Pf growth 48h	?	?	?	94%[activator]	?	-2%
Sm TGR inh	2%	1%	-21%	·	?	-22%
Cycloheximide cs	-2	6	·	61*	-1	36*
FBPA Giardia inh	0%	0%	·	1%	3%	-7%
Shiga inhibitor	13	-16	·	86*	-8	23
Pf growth 96h	-3%	?	?	30%	40%[activator]	?

An excerpt from above in order of number of heavy atoms, highest first:
18: O=C(Nc1cccc(S(=O)(=O)NCc2ccco2)c1)c1cc(-c2ccccc2)nc2ccccc12
1: O=C(CN1C(=O)NC(c2ccccc2)(c2ccccc2)C1=O)NC1CCS(=O)(=O)C1 (stereo unspecified)
14: CC1CCCC(NC(=O)CNC(=S)N(Cc2ccccc2)Cc2cccs2)C1C (stereo unspecified)
4: Cc1ccc(NC(=O)C(C)OC(=O)Cn2cnc3ccccc3c2=O)cc1 (stereo unspecified)
10: Cc1ccc(C(=O)N(Cc2nc(-c3ccc(C)cc3)no2)C(C)C)cc1
5: CC(=O)NN1C(=O)c2ccccc2NC1c1cccc([N+](=O)[O-])c1 (stereo unspecified)
6: CC(C)c1nc2oc3c(=O)[nH]cnc3c2c2c1CCC2
8: CC(=O)C1=C(C)Nc2cc(C(F)(F)F)ccc2S1
Assay by compound	18	1	14	4	10	5	6	8
Pf growth 48h	-2%	12%	?	-4%	·	16%[0.00184 µM]	·	3%
Sm TGR inh	-22%	2%	1%	-4%	4%	2%	9%	-10%
Cycloheximide cs	36*	·	6	·	-7	2	-2	-3
FBPA Giardia inh	-7%	·	0%	·	-3%	2%	-5%	-3%
Shiga inhibitor	23	·	-16	·	-19	32	2	21
Pf growth 96h	?	12%	?	23%	?	4%	-27%	-4%

16: CC(=O)Cc1nsc(Nc2ccc(Cl)cc2)n1
Assay by compound	16
Pf growth 48h	94%[activator]
Sm TGR inh	·
Cycloheximide cs	61*
FBPA Giardia inh	1%
Shiga inhibitor	86*
Pf growth 96h	30%

More structures follow:
19: Cn1nc(-c2ccccc2F)c2cc(C(=O)Nc3ccc4c(c3)OCCO4)sc21
20: COC(=O)c1ccc(NC(C(=O)OC)C(C)C)c([N+](=O)[O-])c1 (stereo unspecified)
21: CCc1ccc(C2(C)SC(NC(C)=O)=NN2C(C)=O)cc1 (stereo unspecified)
22: O=C(COc1ccccc1Cl)N(Cc1cccs1)C1CCS(=O)(=O)C1 (stereo unspecified)
23: CCCCCNC(=O)CCn1c(=O)oc2ccccc21
24: CN(C)CCNC(=O)Nc1ccc([N+](=O)[O-])cc1
Assay by compound	19	20	21	22	23	24
Pf growth 48h	·	16%	?	-4%	?	16%
Sm TGR inh	13%	4%	-15%	-6%	-1%	0%
Cycloheximide cs	15	1	-2	-3	-1	-7
FBPA Giardia inh	-7%	2%	4%	10%	-1%	5%
Shiga inhibitor	16	25	-19	-3	10	-3
Pf growth 96h	-5%	-6%	?	21%	?	17%

25: O=C(O)C(c1ccccc1)N1CCCCC1 (stereo unspecified)
26: CCOC(=O)COc1ccccc1-c1ccno1
27: Cc1ccc(NC(=O)CSc2nnc(COc3ccc(C#N)cc3)n2-c2ccccc2)cc1C
28: O=C(NN1C(=O)C2C3C=CC(O3)C2C1=O)c1ccccc1 (stereo unspecified)
29: N#Cc1nc(-c2ccccc2F)oc1NCCc1ccccc1
30: O=C(CN1CCC(n2nnc3cc(F)ccc32)CC1)NCCc1ccccc1
Assay by compound	25	26	27	28	29	30
Pf growth 48h	3%	15%	?	26%	38%[activator]	?
Sm TGR inh	·	-1%	-11%	20µM*	-13%	0%
Cycloheximide cs	5	-2	-6	11	41*	10
FBPA Giardia inh	-8%	9%	-1%	0%	-7%	3%
Shiga inhibitor	-4	-12	-6	-7	37	18
Pf growth 96h	48%[activator]	·	10µM*	12µM*	-1%	?

31: Cc1ccc(NC(=O)Cn2cnc3sc(C(=O)NCc4ccco4)c(C)c3c2=O)cc1Cl
32: CCOc1ccccc1NC(=O)COC(=O)c1ccccc1SCC(=O)N1CCCC1
33: CCN1C(=O)NC(=O)/C(=C/c2cc(C)n(-c3sc(C)c(C)c3C#N)c2C)C1=O
34: CCN(CC)C(=O)c1cc2c(=O)n3cccc(C)c3nc2s1
35: O=C(CCCCC(=O)Nc1ccccc1Cl)Nc1ccccc1Cl
36: c1ccc(Cc2ccc(OCCCNC3CCCC3)cc2)cc1
Assay by compound	31	32	33	34	35	36
Pf growth 48h	·	?	10%	20%	-15%[0.00184 µM]	?
Sm TGR inh	?	-13%	?	4%	-18%	-12%
Cycloheximide cs	-1	·	-1	27*	-3	-5
FBPA Giardia inh	2%	·	?	6%	6%	?
Shiga inhibitor	-6	·	9	42	-6	-9
Pf growth 96h	-14%	?	-4%	5%	16%	-31%[1.15 µM]

37: CCC(C(=O)NCCc1c[nH]c2cc(OC)ccc12)c1ccccc1 (stereo unspecified)
38: Cc1cc(=S)[nH]c2c(C)cccc12
39: CCOc1ccc(-n2c(Cc3cc(=O)[nH]c(=O)[nH]3)nnc2SCc2cccnc2)cc1
40: Cc1cc(C)c2nc(N(CCN(C)C)C(=O)/C=C/c3cccs3)sc2c1
41: N#Cc1cnn(-c2cccc(Cl)c2)c1N
42: O=C(O)c1ccc(N/N=C/c2cccc3cccnc23)cc1
Assay by compound	37	38	39	40	41	42
Pf growth 48h	-19%	·	·	?	-8%	212%[activator]
Sm TGR inh	13%	2%	9%	-18%	6%	2%
Cycloheximide cs	2	-5	-1	-4	13	49*
FBPA Giardia inh	2%	-1%	-7%	·	0%	6%
Shiga inhibitor	-11	-24	12	2	-12	83*
Pf growth 96h	-18%	-46%	13µM*	6.6µM*	?	150%[activator]

43: CCOC(=O)/C=C1\CN(Cc2cc(OC)c(OC)c(OC)c2)S(=O)(=O)c2ccccc21
44: CCOC(=O)C1=C(C(F)(F)F)Nc2ncnn2C1c1cc(OC)ccc1OC (stereo unspecified)
45: Cc1ccc(S(=O)(=O)N(C)C)cc1NC(=S)NCc1ccco1
46: Cc1c(C(=O)NCc2ccccc2CN2CCCC2)oc2ccc(F)cc12
47: Cc1ccc(C(=O)O)cc1N1C(=O)c2cccc3c([N+](=O)[O-])ccc(c23)C1=O
48: C1=CC2CC1CC2CN1CCN(Cc2ccccc2)CC1 (stereo unspecified)
Assay by compound	43	44	45	46	47	48
Pf growth 48h	?	-5%	-6%	?	0%	·
Sm TGR inh	?	5%	?	-6%	14µM*	1%
Cycloheximide cs	-1	-3	-1	·	-1	1
FBPA Giardia inh	-11%	1%	-10%	·	-13%	?
Shiga inhibitor	2	-7	-16	·	-6	0
Pf growth 96h	?	-3%	?	?	225%[activator]	-14%

49: Cc1ccc(/C=N\NC(=O)C2CN(S(=O)(=O)c3ccccc3)CCN2S(=O)(=O)c2ccccc2)cc1 (stereo unspecified)
50: COc1cccc(/C=N\NC(=O)Cn2nnc3ccccc32)c1O
51: Cc1ccc(C(OCC(O)CNC(CO)C(O)c2ccc([N+](=O)[O-])cc2)c2ccccc2)cc1 (stereo unspecified)
52: CN(C(=O)c1cnccn1)c1c(N)n(Cc2ccccc2)c(=O)[nH]c1=O
53: CN(C)CCOc1cccc(Br)c1
54: O=C(COC(=O)c1ccc(S(=O)(=O)Nc2ccccc2)cc1)NC1CCCC1
Assay by compound	49	50	51	52	53	54
Pf growth 48h	?	-18%	?	?	-37%[5.75 µM]	-21%
Sm TGR inh	-1%	0%	-2%	-6%	4%	-2%
Cycloheximide cs	0	27*	9	·	-6	-1
FBPA Giardia inh	-4%	13%	?	·	?	1%
Shiga inhibitor	5	76*	-18	·	-15	-7
Pf growth 96h	?	27%	?	35%[activator]	8%	26%

55: Fc1ccc(CSc2nncn2NC/C=C/c2ccccc2)cc1
56: CC(C)[C@H](NC(=O)OC(C)(C)C)C(=O)N/N=C/c1cccc2nccnc12
57: CCOc1ccc(CN2CCCC(C(=O)c3ccccc3OC)C2)cc1 (stereo unspecified)
58: COc1ccc2c(c1OC)C(=O)OC2Nc1nc(-c2cccc([N+](=O)[O-])c2)cs1 (stereo unspecified)
59: CCCN(CCO)C1CCN(CCc2ccccc2)CC1
60: Cc1ccc2c(C)c(C(=O)N3CCCC(C(N)=O)C3)oc2c1C (stereo unspecified)
61: CCCCn1nc(C(=O)O)ccc1=O
62: CC12CN3CC(C)(CN(C1)C3c1cc(Br)ccc1O)C2=O (stereo unspecified)
63: COc1ccccc1-c1cc(C(=O)N/N=C\c2cn(C)nc2C)c2ccccc2n1
Assay by compound	55	56	57	58	59	60	61	62	63
Pf growth 48h	?	?	-4%	36%[activator]	11%	49%[activator]	·	-7%	?
Sm TGR inh	-3%	0%	18%	3%	-3%	2%	17%[11.4 µM]	10%	-2%
Cycloheximide cs	-2	13	-2	57*	-1	27*	-2	-6	-3
FBPA Giardia inh	-5%	-21%	-5%	8%	?	6%	22%	8%	2%
Shiga inhibitor	5	36	-16	43*	-4	72*	-5	-13	-3
Pf growth 96h	?	·	-7%	49%[activator]	-29%	?	4%	12%	?
